Bioassay records (PubChem)
Salmonella PhoP GFP: inhibitors of PhoP regulon expression, primary screen, Salmonella Typhimurium, GFP reporter (AID 1863) | inhibition, % at 50 µM; hits with a dose series show IC50 in µM | S. Typhimurium PhoP-regulated promoter GFP reporter, 4 h; higher % means a stronger effect | 300,000 tested, 0.16% active;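 active = inhibition over 29.93%, a cutoff 3 SD above the screen mean, later confirmed by dose response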;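 also: 0% = low Mg2+ inducing control and 100% = high Mg2+ repressing control; strong numbers were not always called active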
Large T inhibition: SV40 large T antigen inhibitors, biochemical (AID 1903); SV40 large T antigen ATPase/helicase inhibition assay; higher % means a stronger effect; one-dose inhibition, % at 20 µM; IC50 in µM for titrated hits; 310,000 tested, 0.39% active; in the data active = a potency from the dose series; also: strong numbers were not always called active
MgcRacGAP inhibition: MgcRacGAP GTPase-activating activity inhibitors, confirmation, biochemical, ADP Hunter fluorescence. 340,000 tested, 0.6% active. inhibition, % at 30 µM; hits with a dose series show IC50 in µM. AID 624330. MgcRacGAP-stimulated Rac1 GTP hydrolysis, ADP Hunter fluorescence; higher % means a stronger effect; GST-tagged Rac1 F28L mutant substrate;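 active = first-screen hits whose inhibition reached a set limit at any dose in the follow-up dose series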;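 also: fluorescence reports GDP produced by GAP-driven GTP hydrolysis; strong numbers were not always called active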
T cell HTS: T cell immune modulators affecting CD8 T cell-vesicle binding. 2C CD8+ T cell-vesicle binding, flow cytometry; stronger effect = lower value. calls only at 7 µM. 330,000 tested, 0.068% active;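 active = response, share of CD8 T cells binding vesicles, and their 90th percentile fluorescence all below set limits, cut at about 80% in these data, passing the limit was not always enough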
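Assay system: 2C TCR transgenic mouse naive CD8+ T cells, MACS-purified | Read-out: CD8+ gate FL2 mean fluorescence as % of same-row positive control | Signal: High-throughput flow cytometry with anti-B7-1 and anti-CD8 staining | Timing: Binding step 1.5 h, 37 °C, antibody labelling 20 min, ice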
NTR1 agonist: agonists of NTR1, primary screen, imaging, U2OS cells, beta-arrestin-GFP, high content (AID 493036). P30989. NTR1-U2OS beta-arrestin-GFP spot imaging, agonist mode. activation, % at 20 µM. 330,000 tested, 0.17% active;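 active = activation at or above 40% of the spot to cytoplasm intensity ratio, with at least 20 cells analyzed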;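 also: 0% = DMSO without peptide and 100% = 100 nM NTR1 peptide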
Target sequence (P30989 whole entry, looked up): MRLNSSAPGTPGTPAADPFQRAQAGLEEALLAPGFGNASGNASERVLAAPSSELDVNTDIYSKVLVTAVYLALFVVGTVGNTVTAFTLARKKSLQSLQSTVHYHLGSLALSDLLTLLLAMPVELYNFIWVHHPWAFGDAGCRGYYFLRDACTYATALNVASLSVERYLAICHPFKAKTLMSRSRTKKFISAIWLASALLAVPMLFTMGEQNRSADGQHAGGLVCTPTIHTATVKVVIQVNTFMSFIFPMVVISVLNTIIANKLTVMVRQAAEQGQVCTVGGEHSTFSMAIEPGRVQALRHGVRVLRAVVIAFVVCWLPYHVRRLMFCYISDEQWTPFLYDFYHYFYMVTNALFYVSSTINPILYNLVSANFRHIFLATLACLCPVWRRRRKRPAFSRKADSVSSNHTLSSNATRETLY
K1F lysis inhibition: inhibition of K1F phage lysis, E. coli UTI89, bacterial capsule biogenesis inhibitors, alamar blue (AID 488966); E. coli UTI89 K1F phage lysis, alamar blue, 2 h; higher % means a stronger effect; inhibition, % at 100 µM, or IC50 in µM where a hit was titrated; 340,000 tested, 0.02% active;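 active = phage lysis inhibition, versus mean bacterial control, above a set limit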;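 also: capsule biogenesis inhibitors block K1F phage lysis so surviving cells raise fluorescence; higher fluorescence means more inhibition of phage lysis; actives were called in the ten point dose series up to 300 µM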
Myeloid diff 2: promotes myeloid progenitor differentiation. ER-HoxA9 myeloid progenitors, lysozyme-GFP differentiation, flow cytometry. calls only at 10 µM. 360,000 tested, 1% active. AID 624256;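 active = normalized GFP-positive differentiation at or above the plate's own cutoff, the solvent-only control mean plus 3 SD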;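 also: cells exposed to compound for four days before flow analysis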
TNAP activators: stimulation of alkaline phosphatase TNAP activity – biochemical, luminescent, no phosphate acceptor, uHTS, primary screen (AID 1001); purified TNAP, luminescent activation assay, no phosphate acceptor; higher activation fold means a stronger effect; one-dose activation fold at 20 µM; EC50 in µM for titrated hits; 200,000 tested, 0.03% active; in the data active = activation fold from about 3, or a potency from the dose series; inactive = the rest, 99 in 100 with activation fold below about 1.6; also: many of its hits are not listed in these tables
RSV CPE inhibition: RSV antiviral activity via CPE protection, HEp-2 cells, primary 10 µM value included (AID 2391); CPE inhibition, % at 10 µM, or IC50 in µM where a hit was titrated; 310,000 tested, 0.13% active; HEp-2 cells, RSV-induced CPE inhibition; higher % means a stronger effect; in the data active = a potency from the dose series; also: strong numbers were not always called active
T cell HTS vesicle-bound %: second read-out of T cell HTS, no call of its own (marks repeat the call); double positive events, %; measured here: CD8+ vesicle-bound cell fraction;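 binding gate set so that unloaded-vesicle control wells show 10% double positive cells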
NTR1 agonist cell count 20 µM: further read-out of NTR1 agonist, marked with its call; cell count; measured here: cell count, cytotoxicity flag
Myeloid diff 2 GFP+ MAC1+ %: also measured in Myeloid diff 2; calls as there; GFP+ MAC1+ double positive, %; measured here: differentiation confirmed by MAC1 staining
The depositor's hits bear a star; i = inactive; / = no result given; + = active, no number; [ ] = another dose, or the depositor's remark.

SMILES | Salmonella PhoP GFP | Large T inhibition | MgcRacGAP inhibition | T cell HTS | T cell HTS vesicle-bound % | NTR1 agonist | NTR1 agonist cell count 20 µM | K1F lysis inhibition | Myeloid diff 2 | Myeloid diff 2 GFP+ MAC1+ % | TNAP activators | RSV CPE inhibition
O=C(CCN1C(=O)C2C3C=CC(C4CC34)C2C1=O)Oc1ccc(Br)cc1 (centres undefined) | 4.5% | 12.2% | -28.4% | i | 28.6 | -1.6 | 87 | -0.3% | i | 0.5 | 1 | -1.3%
O=C(N/N=C/c1cccc(O)c1)c1ccc(COc2cccc3cccnc23)cc1 | -2.2% | 2.2% | 8.9% | i | 27.8 | -0.3 | 27 | 0.5% | + | 1.5* | 0.9 | -0.9%
CCn1cnc2c1c(=O)n(CC(=O)Nc1ccc(C(N)=O)cc1)c(=O)n2Cc1ccccc1 | / | 11.9% | 14.5% | i | 41.4 | 0.5 | 60 | 0.0% | i | 0.4 | / | 0.7%
CC(=O)Nc1ccccc1C(=O)C(=O)Nc1ccc(C(=O)NCC2CCCO2)cc1 (centres undefined) | 17.5% | -1.4% | 8.2% | i | 23.2 | -0.6 | 60 | 0.1% | + | 7.1* | 1.1 | -0.4%
CCOC(=O)N1CCC(NC(=O)c2ccc(CS(=O)(=O)c3ccc(OC)cc3)o2)CC1 | 5.3% | 9.7% | -2.8% | / | / | 2.7 | 47 | 1.4% | i | 1.9 | 1.1 | 0.2%
COCC1CCN(Cc2cn[nH]c2-c2cc3ccccc3o2)C1 (centres undefined) | 5.3% | 1.0% | 2.0% | i | 38.3 | 1.1 | 45 | -0.6% | i | 0.3 | 1 | -0.8%
CNC[C@H]1Oc2ccc(NC(=O)Nc3ccccc3)cc2CC(=O)N([C@H](C)CO)C[C@H]1C | / | / | 7.9% | i | 12.2 | -2.2 | 71 | 1.8% | i | 1.0 | / | /
CCC(=O)Nc1cc(C(=O)O)ccc1Sc1ccccc1 | -11.8% | 7.3% | 2.4% | i | 10.3 | -1.0 | 39 | -0.1% | i | 0.7 | 1 | 1.4%
CC1CN(CN2C(=O)c3ccccc3C2=O)CC(C)O1 (centres undefined) | 8.4% | 3.8% | -0.9% | i | 51.8 | 0.2 | 53 | -0.6% | i | 7.9 | 1.1 | 0.6%
O=C(O)c1ccc(NC(CSCc2cccc(F)c2)C(=O)O)c([N+](=O)[O-])c1 (centres undefined) | 4.5% | 3.7% | -7.7% | i | 25.0 | 0.0 | 50 | 1.6% | i | 13.1 | 1 | 0.8%
COc1ccccc1OCC(=O)N1CCNC1=O | 7.8% | 12.0% | 1.6% | i | 47.0 | -1.6 | 62 | 0.1% | i | 3.3 | 1.1 | 0.4%
O=C(NCCSC1CCCCC1)c1ccccc1 | -1.7% | 18.9% | 11.7% | i | 56.6 | -1.6 | 105 | 0.0% | i | 0.1 | 1 | 0.7%
CCCN(CCC)S(=O)(=O)c1ccc(N2CCCC2=O)c([N+](=O)[O-])c1 | -4.8% | 1.7% | 7.4% | i | 42.3 | -0.1 | 80 | 0.2% | i | 0.3 | 1.2 | 2.7%
CCOC(=O)C1CCCN(C(=O)c2cc(-c3ccccc3)on2)C1 (centres undefined) | 7.5% | -4.7% | 4.6% | i | 26.2 | 5.2 | 41 | 4.7% | i | 5.5 | 1 | 0.8%
O=C(NC1CC(=O)c2sccc21)c1ccc(Cl)cc1Cl (centres undefined) | -1.3% | 3.8% | 3.8% | i | 20.4 | -1.7 | 60 | -0.1% | i | 0.7 | 1.1 | 0.5%
Cc1ccccc1NS(=O)(=O)c1cc(OCC(N)=O)c(C)cc1Cl | 0.2% | 3.8% | 6.2% | i | 23.1 | 0.2 | 30 | 0.0% | i | 0.5 | 1.1 | 0.7%
Cc1cccc(NC(=O)Cn2c(=O)oc3ccccc32)c1 | 9.3% | -2.1% | 0.6% | i | 61.7 | 3.0 | 48 | 4.1% | i | 1.4 | 1 | 0.3%
O=C(Cn1c(=O)oc2ccccc21)N1CCCCC1 | 8.4% | 1.5% | 10.2% | i | 31.4 | -0.8 | 67 | -0.6% | i | 0.8 | 1.1 | 1.2%
COc1ccc2nc(SCC(=O)NC3(C#N)CCCCC3)[nH]c2c1 | 2.1% | 17.1% | 9.1% | i | 40.4 | -0.9 | 56 | 0.7%[50 µM] | i | 1.0 | / | 3.3%
COC(=O)c1ccc([C@H]2C=C(C(=O)O)O[C@@H](OCc3ccc(CO)cc3)C2)cc1 | -3.8% | 24.8% | 4.4% | i | 30.8 | 2.8 | 91 | -0.3% | i | 2.1 | / | 0.6%
O=C(Cn1c(=O)oc2ccccc21)N1CCN(c2ccccc2)CC1 | -3.7% | 7.0% | 2.8% | i | 21.8 | -7.1 | 82 | 3.1% | i | 1.5 | 1 | 1.5%
Cc1cc(C)c(-c2csc(NC(=O)CCCc3nc4ccccc4c(=O)[nH]3)n2)c(C)c1 | 7.7% | 4.6% | 4.3% | i | 41.0 | 5.3 | 45 | 0.4%[50 µM] | i | 3.7 | / | 20.7%
CC(CC(=O)O)C(=O)c1ccc(Cl)c([N+](=O)[O-])c1 (centres undefined) | -6.6% | 1.4% | -6.2% | i | 30.8 | 0.2 | 65 | 0.0% | i | 1.0 | 1.1 | 6.8%
CCCCCCCCC(=O)O | 8.7% | -0.7% | / | i | 37.4 | -1.7 | 92 | / | i | 2.1 | / | 1.6%
O=C(Nc1nc(-c2ccc3c(c2)OCO3)cs1)C1COc2ccccc2O1 (centres undefined) | -10.9% | 0.5% | 3.1% | i | 28.4 | 1.9 | 61 | 1.9% | i | 1.2 | 1.1 | 3.4%
CC(=O)Nc1ccc(S(=O)(=O)NNC(=O)COc2ccc(C(C)(C)C)cc2)cc1 | 7.2% | 2.2% | 9.7% | i | 28.3 | 0.7 | 57 | 0.1% | i | 1.1 | 1.1 | 1.3%
CCCn1c(SCc2ccc(C(=O)OC)o2)nc2ccccc2c1=O | 0.6% | 8.5% | 6.0% | i | 38.3 | 2.7 | 60 | 0.2% | i | 0.5 | / | 2.4%
Cc1ccc(NC(=O)NN2CCN(C)CC2)cc1C | -2.7% | 10.4% | 4.6% | i | 60.6 | -1.0 | 68 | -0.2% | i | 0.9 | / | 1.0%
COC(=O)COC(=O)c1ccc(Oc2nc(OC)nc(N(C)C)n2)cc1 | 2.9% | 1.4% | -1.4% | i | 47.7 | 4.5 | 69 | -0.6% | i | 2.1 | 1.1 | 4.1%
CCN(CC)C(=O)c1sc2[nH]c(=S)n(-c3ccccc3)c(=O)c2c1C | 7.7% | 3.4% | 13.9% | / | / | 0.8 | 59 | -0.1% | i | 4.5 | 1.1 | 2.2%

4 of the compounds above, as a markdown table:
| mol | Salmonella PhoP GFP | Large T inhibition | MgcRacGAP inhibition | T cell HTS | T cell HTS vesicle-bound % | NTR1 agonist | NTR1 agonist cell count 20 µM | K1F lysis inhibition | Myeloid diff 2 | Myeloid diff 2 GFP+ MAC1+ % | TNAP activators | RSV CPE inhibition |
| --- | --- | --- | --- | --- | --- | --- | --- | --- | --- | --- | --- | --- |
| Cc1ccc(NC(=O)NN2CCN(C)CC2)cc1C | -2.7% | 10.4% | 4.6% | i | 60.6 | -1.0 | 68 | -0.2% | i | 0.9 | / | 1.0% |
| CNC[C@H]1Oc2ccc(NC(=O)Nc3ccccc3)cc2CC(=O)N([C@H](C)CO)C[C@H]1C | / | / | 7.9% | i | 12.2 | -2.2 | 71 | 1.8% | i | 1.0 | / | / |
| CC(=O)Nc1ccc(S(=O)(=O)NNC(=O)COc2ccc(C(C)(C)C)cc2)cc1 | 7.2% | 2.2% | 9.7% | i | 28.3 | 0.7 | 57 | 0.1% | i | 1.1 | 1.1 | 1.3% |
| CC(CC(=O)O)C(=O)c1ccc(Cl)c([N+](=O)[O-])c1 (centres undefined) | -6.6% | 1.4% | -6.2% | i | 30.8 | 0.2 | 65 | 0.0% | i | 1.0 | 1.1 | 6.8% |

The list continues.
SMILES | Salmonella PhoP GFP | Large T inhibition | MgcRacGAP inhibition | T cell HTS | T cell HTS vesicle-bound % | NTR1 agonist | NTR1 agonist cell count 20 µM | K1F lysis inhibition | Myeloid diff 2 | Myeloid diff 2 GFP+ MAC1+ % | TNAP activators | RSV CPE inhibition
CC1CCCN(C(=O)CSCC(=O)Nc2nc(-c3cccs3)cs2)C1 (centres undefined) | 9.7% | 5.6% | -1.7% | i | / | 2.3 | 60 | -0.8% | i | 3.2 | 1.1 | 0.8%
COCCNC(=O)NC(=O)COC(=O)c1ccc2[nH]c3c(c2c1)CCCC3 | -1.2% | -5.2% | 5.5% | i | 41.9 | 1.8 | 47 | 0.2% | i | 0.4 | 1 | 0.7%
Cc1cccc(NC2=NC(=S)N(CC#N)C23CCCCC3)c1 | -6.5% | 1.3% | 10.3% | i | 27.9 | 0.3 | 89 | 0.3% | i | 0.5 | 1.1 | -0.7%
CNC(=O)N1CCC(C(=O)c2c(C)c(C)c(C)c(C)c2C)CC1 | 9.1% | 4.4% | 5.5% | i | 48.4 | -1.4 | 85 | 0.2% | i | 0.6 | / | 1.7%
C=CCCOc1ccccc1C(N)=O | -11.3% | 11.8% | 7.4% | i | 46.7 | -1.2 | 50 | 0.4% | i | 1.0 | / | 2.8%
CCOc1cc(N2CCOCC2)c(OCC)cc1NC(=O)CSc1ncccn1 | -4.0% | 20.4% | 7.2% | i | 64.6 | 0.6 | 31 | -0.4% | i | 0.1 | 1.1 | 0.3%
Fc1ccc(CNc2cnccn2)cc1 | 4.4% | 3.3% | 8.7% | i | 7.6 | -0.5 | 48 | 2.5% | i | 5.1 | 1.1 | 0.0%
Cc1cc(NC(=O)CSc2nnnn2-c2ccc(F)cc2)no1 | 7.6% | -1.8% | 4.5% | i | 38.4 | -0.3 | 34 | 0.2% | i | 0.6 | / | 1.1%
COc1cccc(N2CC(C(=O)Nc3nnc(SCC(=O)NCc4ccco4)s3)CC2=O)c1 (centres undefined) | -4.3% | 28.0% | 12.4% | i | 24.2 | -1.7 | 54 | 1.2%[50 µM] | i | 2.9 | / | 0.5%
Cc1ccc(Cl)cc1NC(=O)CCNC(=O)N1CC(=O)Nc2ccccc21 | -4.5% | 8.5% | 6.8% | i | 20.8 | 0.4 | 62 | 0.2% | i | 3.9 | / | 4.3%
O=C(Cn1cnc2c(oc3ccccc32)c1=O)N1CCCC1 | -7.2% | 2.0% | 10.4% | i | 42.8 | 0.1 | 47 | 0.3% | i | 0.3 | 1.1 | 1.2%
Cc1ccc(/C=C/C(=O)O)cc1S(=O)(=O)NC1CCS(=O)(=O)C1 (centres undefined) | 4.3% | 11.6% | -1.5% | i | 37.7 | -0.5 | 47 | -0.8% | i | 0.2 | 1 | 1.4%
COc1ccc(N2CCN(C(=O)CCc3nnc4ccc(N5CCOCC5)nn34)CC2)cc1 | -5.8% | 15.9% | 7.6% | i | 43.0 | 0.6 | 66 | 0.2% | i | 11.7 | / | 2.4%
